Source: PubChem (several laboratories)
sPLA2-III inh: human group III sPLA2 inhibitors, primary screen, biochemical, QFRET, BODIPY PC-A2 liposome substrate; QFRET BODIPY PC-A2 liposome hydrolysis, fluorescence; Group 3 secretory phospholipase A2 (Homo sapiens), Q9NZ20; inhibition, % at 12.2 µM; 0.56% of 370,000 active; AID 743126, 2013;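 active means inhibition above mean plus 3 SD of compounds lying within the high and low control bounds, cut at about 19% in these data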;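 further: 0% = median of test compound wells and 100% = no enzyme DMSO wells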
Target sequence (Q9NZ20 whole entry, looked up): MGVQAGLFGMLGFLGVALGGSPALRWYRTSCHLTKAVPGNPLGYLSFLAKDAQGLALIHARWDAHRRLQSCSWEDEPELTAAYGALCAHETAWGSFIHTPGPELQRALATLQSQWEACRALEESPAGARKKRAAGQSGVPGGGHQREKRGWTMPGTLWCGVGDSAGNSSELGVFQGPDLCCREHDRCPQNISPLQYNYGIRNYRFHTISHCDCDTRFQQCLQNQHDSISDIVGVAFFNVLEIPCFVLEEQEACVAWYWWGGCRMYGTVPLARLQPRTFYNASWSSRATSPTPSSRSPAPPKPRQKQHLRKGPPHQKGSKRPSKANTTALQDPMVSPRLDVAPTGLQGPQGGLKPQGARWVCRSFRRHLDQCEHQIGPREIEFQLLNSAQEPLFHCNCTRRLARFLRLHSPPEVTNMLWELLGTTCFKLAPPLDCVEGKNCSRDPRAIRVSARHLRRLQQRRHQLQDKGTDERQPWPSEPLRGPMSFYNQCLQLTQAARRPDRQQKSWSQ
DAX1 inh-1: DAX1 (NR0B1) inhibitors on StAR promoter, primary screen, cell-based, luminescence, SF-1 (NR5A1), full-length DAX-1 | 1.1% of 370,000 active | AID 652010, 2013 | HEK293T StAR-luciferase reporter, SF-1/DAX-1 repression relief | inhibition, % at 6.8 µM;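 active means inhibition above the mean over all tested compounds plus 3 SD, cut at about 3.6% in these data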;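 further: 0% = DAX-1 cells with DMSO and 100% = cells lacking DAX-1 with DMSO; higher inhibition means more luminescence from relief of DAX-1 repression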
ssDAF-12 act: S. stercoralis DAF-12 nuclear receptor activators, primary screen, cell-based, luminescence, HEK293, GRIP1 co-expression, lit1-tk-luc | HEK293 ssDAF-12/GRIP1 lit1-tk-luc reporter; % of 3 µM dafachronic acid response | activation, % at 6.8 µM | 1% of 370,000 active | AID 652126, 2013;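 active means activation above the mean over all tested compounds plus 3 SD, cut at about 0.9% in these data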;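 further: 0% = DMSO-only wells and 100% = 3 µM delta7-dafachronic acid wells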
PLC-beta3 inh: human PLC-beta3 inhibitors, primary screen, biochemical, fluorescence. inhibition, % at 12.2 µM. 1-phosphatidylinositol 4,5-bisphosphate phosphodiesterase beta-3 (Homo sapiens), Q01970. 0.18% of 370,000 active. AID 720704, 2013. Purified PLC-beta3, fluorogenic substrate; in the data active means inhibition above about 11%;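 further: 0% = median of compound wells on plate and 100% = full blocker control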
DAX1 inh-2: DAX1 (NR0B1) inhibitors, primary screen, cell-based, HEK293, Gal4-DAX1, luciferase luminescence; Nuclear receptor subfamily 0 group B member 1 (Homo sapiens), P51843; HEK293 Gal4-DAX1 luciferase reporter; inhibition, % at 6.75 µM; 0.99% of 340,000 active; AID 504766, 2011;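 active means inhibition above the mean over all tested compounds plus 3 SD, cut at about 4.2% in these data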;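 further: 0% = DAX1-transfected cells with DMSO and 100% = empty-vector control cells with DMSO; inhibition shows as a rise in luminescence from relieved DAX1 repression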
Target sequence (P51843 207-470 limits assumed): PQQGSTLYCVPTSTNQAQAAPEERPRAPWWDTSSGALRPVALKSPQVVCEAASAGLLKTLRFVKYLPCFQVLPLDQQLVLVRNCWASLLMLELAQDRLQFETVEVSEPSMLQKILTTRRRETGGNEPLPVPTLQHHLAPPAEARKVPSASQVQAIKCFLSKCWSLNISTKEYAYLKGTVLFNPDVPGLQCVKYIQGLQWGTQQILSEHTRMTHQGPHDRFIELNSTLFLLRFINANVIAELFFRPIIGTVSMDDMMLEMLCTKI
hcDAF-12 act: H. contortus DAF-12 nuclear receptor activators, primary screen, cell-based, luminescence, HEK293, lit1-tk-luc reporter. HEK293 hcDAF-12 lit1-tk-luc reporter; 0% DMSO, 100% Δ7-dafachronic acid. activation, % at 6.8 µM. 1.4% of 370,000 active;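 active means activation above the mean of all tested compounds plus 3 SD, cut at about 5.5% in these data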;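 further: 100% = response to 3 µM Δ7-dafachronic acid high control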
PG9 binder: binders of HIV-1 gp120 antibody PG9, primary screen, biochemical, TR-FRET; HIV-1 gp120 / PG9 antibody interaction; TR-FRET gp120-PG9 antibody binding; inhibition, % at 6.7 µM; 0.43% of 360,000 active; in the data active means inhibition above about 8.5%
NR1D1 modulator: modulators of Rev-erb alpha DNA binding, primary screen, biochemical, FITC-DNA, fluorescence polarization, uHTS; Nuclear receptor subfamily 1 group D member 1 (Homo sapiens), P20393; Rev-erbα–FITC-DNA binding, 90 min; activity, % at 10 µM; 0.79% of 370,000 active; AID 1259318, 2017;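 active means activity above about 14%, limit read from the data; passing the limit was not always enough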;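 further: 0% = DMSO wells with 35 nM protein and 100% = DMSO wells with 750 nM protein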
SMARCA2 act: SMARCA2 (BRM) function activators, primary screen, cell-based, luminescence, high throughput; MG213 cells, MMTV-luciferase reporter, dexamethasone, overnight; activation, % at 9.1 µM; 1% of 370,000 active; AID 652017, 2013; in the data active means activation above about 7.8%;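 further: 0% = vehicle wells and 100% = reference activator wells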
hgDAF-12 ag: H. glycines DAF-12 receptor agonists, primary screen, cell-based, luminescence, HEK293, GAL4 fusion, UAS-luciferase | Nuclear hormone receptor DAF-12 (Heterodera glycines), GAL4 fusion | activation, % at 6.8 µM | 1.8% of 370,000 active | HEK293 GAL4-hgDAF12 UAS-luciferase reporter, agonist luminescence; normalized to butyrate control;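 active means activation above a cutoff set at the mean of all screened compounds plus 3 SD, cut at about 10% in these data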;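 further: 0% = DMSO wells and 100% = sodium butyrate wells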
FXN GAA850 act: FXN promoter activators, primary screen, cell-based, luciferase luminescence, HEK293 lucGAA850; HEK293 lucGAA850 FXN promoter luciferase reporter, 24 h; percent of 10 µM SAHA response; 0.56% of 360,000 active; activation, % at 6 µM;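 active means activation above the average of all compounds screened plus 3 SD, cutoff fixed separately per campaign, cut at about 7.5% in these data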;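 further: 0% = DMSO wells and 100% = 10 µM SAHA wells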
* marks the source's active call; other numbers are inactive results; i = inactive; . = no result given.

SMILES	sPLA2-III inh	DAX1 inh-1	ssDAF-12 act	PLC-beta3 inh	DAX1 inh-2	hcDAF-12 act	PG9 binder	NR1D1 modulator	SMARCA2 act	hgDAF-12 ag	FXN GAA850 act
CCN(C[C@H]1N[C@@](C)(C(=O)OC)[C@H]2C(=O)N(C)C(=O)[C@@H]12)C(=O)c1ccc(C(C)(C)C)cc1	5	-0.5	-0.5	2	0.2	-1.1	0.2	5	-3	1.3	1.0
S=C(Nc1ccc(Br)cc1)OC1CCC12CCC(c1ccccc1)CC2 (stereo not drawn)	-1	-0.2	-0.3	4	.	1.1	.	7	-1	-0.3	.
CC(=O)N1CCC(C(=O)N2c3ccccc3N=C(c3ccc(C(F)(F)F)cc3)C2C(=O)NC(C)C)CC1 (stereo not drawn)	1	-0.6	-0.4	i	.	0.9	0.1	0	-4	4.8	.
Cc1cccc(C)c1NC(=O)CN(C)C(=O)c1cccc(S(=O)(=O)N2CCN(c3ccc(F)cc3)CC2)c1	-1	-8.0	-1.4	3	-1.3	-3.2	1.5	-5	-5	-3.1	-2.5
O=C(c1ccco1)N1CCN(C(=O)c2ccccc2NS(=O)(=O)c2ccc(F)cc2)CC1	2	0.6	-2.0	-5	1.4	-1.8	0.2	-5	-1	-1.3	2.0
Cc1ccc(C(=O)N(Cc2cccnc2)Cc2cc3cc(C)ccc3n3nnnc23)cc1	1	0.4	-0.8	3	1.8	-1.1	-1.5	8	0	-0.6	0.4
CN(Cc1ccco1)S(=O)(=O)c1ccc2c(c1)CCN2C(=O)CC(C)(C)C	-7	-1.1	-1.4	-4	.	-2.7	.	-7	-1	4.1	.
COc1cc(C(=O)N2CCN(c3ccccc3Cl)CC2)ccc1OCC(=O)N1CCOCC1	6	-0.3	-1.4	-4	0.4	-1.5	3.0	-5	-2	-4.5	-0.9
CCCn1c(SCC(=O)Nc2cc(S(=O)(=O)N3CCCCC3)ccc2C)n[nH]c1=O	14	-0.7	-1.2	-2	-0.4	-1.6	-0.2	4	-4	-3.8	-0.1
COc1ccc(-c2nc(SC(C)C(=O)c3c(N)n(C)c(=O)n(C)c3=O)n[nH]2)cc1 (stereo not drawn)	-1	-1.1	-0.8	-2	0.8	1.3	-0.5	1	5	-1.4	-0.1
Cc1ccc(C)n1-c1ccc(C(=O)NCC2CCCO2)cc1 (stereo not drawn)	1	-0.1	-1.2	-18	3.3	-1.2	2.1	4	1	-1.4	1.6
COc1c(C=O)c(CCN(C)C(=O)c2ccc(F)cc2)cc2c1OCO2	4	-0.1	-1.0	-17	1.7	-2.9	-1.3	-2	-1	-2.8	0.6
Cc1ccc(S(=O)(=O)N2CCOCC2)cc1C(=O)NC1CCCCC1	9	-0.1	-0.5	-3	-0.2	0.2	-0.8	1	-1	0.5	2.4
O=C(CSc1nnnn1C1CCCCC1)Nc1ccc2c(c1)OCO2	-4	-0.3	-1.7	2	-1.0	-1.8	-2.2	-2	-1	-2.5	4.2
CCC(C(=O)NCc1ccco1)n1nc(-c2ccc(OC)cc2)ccc1=O (stereo not drawn)	-5	0.8	-1.1	-116	0.9	-0.5	1.3	-4	4	0.3	0.8
CC(=O)c1cccc(NC(=O)CN2C(=O)COc3ccc(Cl)cc32)c1	-5	-0.1	-1.7	1	-0.9	-1.6	-1.0	-1	3	-0.1	0.9
Cc1ccnc(NS(=O)(=O)c2ccc(NC(=O)c3ccc(Br)o3)cc2)n1	-1	0.1	-1.1	-5	0.6	-0.4	0.7	1	1	-1.0	0.4
CCOc1ccc(NC(=O)CSc2nc3ccccc3c(=O)n2Cc2cccs2)cc1	-4	-0.5	-1.4	2	0.1	0.4	-3.3	2	-3	2.9	-2.4
O=C1CCC(CCc2nc3ccccc3[nH]2)(c2ccccc2)C(=O)N1 (stereo not drawn)	-1	0.5	-0.6	3	-1.0	1.7	-2.3	6	-1	-2.6	-0.8
Fc1ccc(-n2c(Cc3cccs3)n[nH]c2=S)cc1Cl	11	0.0	-1.3	-11	1.0	0.1	0.1	-7	0	-0.3	3.4
Cc1sc(N/N=C/c2cccnc2)nc1-c1ccccc1	11	-1.2	-1.4	-68	-2.9	-2.2	-2.1	13	-1	-6.8	-3.4
Cc1ccc(-c2cn(-c3ccccc3)c(SCC(=O)NC3CCS(=O)(=O)C3)n2)cc1C (stereo not drawn)	-10	2.0	-0.2	3	1.1	8.4*	0.0	4	5	17*	3.3
C1CSC2(N1)C1CC3CC(C1)CC2C3 (stereo not drawn)	11	1.0	-1.2	12*	0.1	-0.9	-1.6	-3	-2	0.2	2.7
O=C(CN1C(=O)CSc2ccccc21)N/N=C/c1ccco1	-3	0.0	-0.4	-1	-0.3	-1.8	-1.5	1	3	-0.1	1.4
N#Cc1nc(-c2ccco2)oc1N1CCC(Cc2ccccc2)CC1	0	0.1	-1.0	-29	-1.7	-1.5	-3.9	6	-1	0.3	2.0
CSCCC(NC(=O)c1ccc(Cl)cc1Cl)C(=O)N1CCCCCCC1 (stereo not drawn)	1	-1.2	-1.4	-7	-0.8	-0.9	0.3	4	-1	-0.5	3.9
CCCOC(=O)C1=C(C)N(C)C(=O)NC1c1cc2c(cc1[N+](=O)[O-])OCO2 (stereo not drawn)	-4	-0.1	-0.7	-77	-1.3	-2.4	-0.8	-11	2	-3.4	0.1
CCC(=O)OCC(=O)N=c1sccn1Cc1ccccc1Cl	8	0.2	-1.5	-9	0.0	-1.6	1.2	-2	0	-0.3	1.7
CCOP(=O)(OCC)C(C)(C)NC(=O)c1cc([N+](=O)[O-])cc([N+](=O)[O-])c1	1	0.2	-1.5	2	-1.0	1.3	-0.7	1	-2	3.2	-0.4
CC(C)(C)c1ccc(-c2cc(N)n[nH]2)cc1	4	-2.3	-1.8	-1	-0.6	-3.2	-1.3	-1	-4	-2.9	-12

No new results follow: an excerpt of the list.
SMILES	sPLA2-III inh	DAX1 inh-1	ssDAF-12 act	PLC-beta3 inh	DAX1 inh-2	hcDAF-12 act	PG9 binder	NR1D1 modulator	SMARCA2 act	hgDAF-12 ag	FXN GAA850 act
CCOP(=O)(OCC)C(C)(C)NC(=O)c1cc([N+](=O)[O-])cc([N+](=O)[O-])c1	1	0.2	-1.5	2	-1.0	1.3	-0.7	1	-2	3.2	-0.4
CC(C)(C)c1ccc(-c2cc(N)n[nH]2)cc1	4	-2.3	-1.8	-1	-0.6	-3.2	-1.3	-1	-4	-2.9	-12

(more compounds)
SMILES	sPLA2-III inh	DAX1 inh-1	ssDAF-12 act	PLC-beta3 inh	DAX1 inh-2	hcDAF-12 act	PG9 binder	NR1D1 modulator	SMARCA2 act	hgDAF-12 ag	FXN GAA850 act
Fc1ccc(C2CC(c3ccccc3)n3ncnc3N2)cc1 (stereo not drawn)	1	-0.8	-1.4	-5	0.5	-0.3	-3.0	1	0	0.5	3.1
CCOc1ccc(C2/C(=C(/O)c3ccc(OC)cc3)C(=O)C(=O)N2c2cc(C)on2)cc1OC (stereo not drawn)	-2	2.2	-0.7	4	3.7	-1.2	1.7	-4	-1	-0.2	1.5
Clc1ccc(OCc2nnc(SCc3nc4ccccc4[nH]3)n2Cc2ccco2)cc1	-23	-2.1	-2.0	-11	-0.4	-2.1	0.6	2	-6	-4.2	1.0
CC(C)CCNC(=O)CCC(=O)NNc1nc2ccccc2c2nc(-c3ccccc3)nn12	11	-0.1	0.3	3	-0.9	6.8*	0.0	-3	0	1.9	0.2
Clc1cccc(-c2nc3ccc(Br)cn3c2Cc2ccsc2)c1	-5	3.3	-1.3	-18	.	3.9	-2.0	-5	3	8.2	.
C/C(=N\NC(=O)c1ccccc1)c1nc2ccccc2n1C	0	-0.2	-1.3	3	-0.4	-1.4	-2.3	0	0	2.8	0.1
CCC(C(=O)NCCc1ccc(C)cc1)n1nc(C)c2c(C)n(-c3ccccc3)nc2c1=O (stereo not drawn)	-8	-0.3	-1.2	-5	0.3	-2.5	0.3	-1	-1	0.8	-3.3
O=C(Nc1cc(C(F)(F)F)ccc1N1CCCC1)C1=COCCO1	-21	-0.8	-1.1	-4	-0.7	-1.4	0.5	4	-3	-0.4	0.8
Cc1cnc(CNC(=O)c2ccc3nc([C@@H]4O[C@H](CO)[C@H](O)[C@H](O)[C@H]4O)[nH]c3c2)cn1	4	0.7	-1.0	2	.	-1.1	-1.4	1	-1	1.6	-0.4
COc1cccc(C2=NN(C(=O)c3ccccc3)C(O)(C(F)(F)F)C2)c1 (stereo not drawn)	-12	-0.3	-0.1	-2	1.0	0.1	1.0	-2	-2	-0.1	0.6
O=C(CN1CCC(N2CCCCC2)CC1)N1CCCc2ccccc21	2	0.8	-0.5	-4	-1.7	-0.7	-0.2	-1	0	-0.5	-1.3
Brc1ccccc1C1CC(c2ccccc2)=Nc2ccccc2N1 (stereo not drawn)	-7	0.9	0.3	-54	2.2	4.0	-0.8	0	-2	14*	5.8
O=S(=O)(Nc1ccc(S(=O)(=O)Nc2nccs2)cc1)c1ccc2c(c1)OCCO2	-4	-0.4	-0.3	2	1.3	-1.0	2.1	-2	0	-2.1	0.2
O=C(COC(=O)CCc1ccc(S(=O)(=O)N2CCOCC2)cc1)Nc1ccc(Cl)cn1	-11	0.3	-0.5	1	0.6	0.2	-1.4	-4	-2	1.9	-0.3
Cc1cccc(NC(=S)NC(=O)c2oc3ccccc3c2C)n1	3	0.5	-0.2	-7	1.9	2.1	0.4	0	4	8.7	2.9
Oc1ccc(CCNc2ncnc3ccc(Cl)cc23)cc1	-5	-4.7	-2.6	0	-3.7	-4.7	0.6	-4	-7	-2.2	-8.8
Cn1c(SCC(=O)NC(=O)NCc2ccco2)nnc1-c1ccccc1	4	0.7	-0.9	-1	0.6	-0.5	-1.2	-29	-1	1.4	-0.1
CCn1cc(C(=O)NCc2ccco2)c(=O)c2cc(F)c(N3CCN(C(=O)c4ccco4)CC3)cc21	-13	-1.0	-1.3	-225	-0.8	-2.5	1.8	-10	-4	-4.3	-2.8
Cc1cc(NC(=O)C2CC(c3ccccc3Cl)=NO2)no1 (stereo not drawn)	-2	-0.5	-0.9	1	-0.5	-1.3	-1.3	-2	2	-0.5	0.7
Cc1ccc(-n2c(CSc3nc(C)cc(C)n3)nnc2SCC(=O)Nc2nccs2)cc1	0	0.2	-0.9	0	3.3	-1.3	-1.2	0	-1	2.2	1.9
CC(C)Cc1cc(CNC(=O)C2CCC(=O)N(Cc3cccc(C(F)(F)F)c3)C2)on1 (stereo not drawn)	-4	-0.3	-1.3	-1	1.5	-0.3	0.5	2	-1	-1.4	1.4

No enrichment for hits, and some 7% of all compounds hit somewhere here.
